# D1 antagonist: antagonists of human D1 dopamine receptor; HEK293 TREx D1 cells, calcium flux, dopamine EC80; active compounds read low; AID 504652; 360,000 tested, 3.2% active; activity change, negative = inhibition, % at 10 µM; in the data active = activity change below about -30%; also: % is scaled to controls: 0 for no effect and ±100 for the full control effect
#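 After overnight tetracycline induction at 30 C, force-coupled D1 HEK293 cells took up a no-wash calcium dye at room temperature. Compounds were added and monitored 180 s, and the response to EC80 dopamine was then recorded.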
# D2 agonist: D2 dopamine receptor (human) agonism; HEK293 T-REx D2 cells, calcium flux agonist mode; 340,000 tested, 0.53% active; P14416; activation, % at 2 µM; AID 485358;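 active = activation over 3 SD above normal in the single-dose calcium agonist read, cut at about 30% in these data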; also: 0% is about no effect
# Target sequence (P14416 whole entry, looked up): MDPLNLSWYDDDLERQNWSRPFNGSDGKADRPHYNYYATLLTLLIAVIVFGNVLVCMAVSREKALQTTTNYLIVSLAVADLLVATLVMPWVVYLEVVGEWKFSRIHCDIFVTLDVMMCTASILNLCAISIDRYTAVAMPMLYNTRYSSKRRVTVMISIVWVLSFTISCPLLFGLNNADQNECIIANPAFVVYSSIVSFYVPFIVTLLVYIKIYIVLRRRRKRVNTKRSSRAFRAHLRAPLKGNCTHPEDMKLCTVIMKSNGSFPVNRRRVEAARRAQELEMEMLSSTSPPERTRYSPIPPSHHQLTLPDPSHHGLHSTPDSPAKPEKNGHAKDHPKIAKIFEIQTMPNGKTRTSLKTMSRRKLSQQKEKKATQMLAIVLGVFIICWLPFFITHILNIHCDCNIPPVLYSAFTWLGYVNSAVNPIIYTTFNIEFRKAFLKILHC
#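 Calcium-flux readout, 1 cycle/sec over 180 s following compound pin transfer, in inducible HEK293 Trex D2 cells (force-coupled); dopamine controls included. Positive calcium responses during this window marked compounds as potential agonists.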
# D2 PAM: positive allosteric modulators of human D2 dopamine receptor; 340,000 tested, 0.34% active; HEK293 T-REx D2, calcium flux, EC20 dopamine potentiation; potentiation, % at 10 µM;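 active = potentiation over 3 SD above the plate norm, cut at about 30% in these data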; also: 0% is about no effect
#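 Potentiation of an EC20 dopamine calcium response is measured in a force-coupled, tetracycline-inducible Hek293 Trex D2 line. Compound-only kinetic reads over 180 s flag agonists before dopamine addition.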
# RXFP1 antagonist: blocks the human relaxin receptor RXFP1. Q9HBX9. HEK293-RXFP1, relaxin-stimulated cAMP HTRF, 30 min; active compounds read low. activity change, negative = inhibition, % at 57.5 µM. 350,000 tested, 0.59% active. AID 1259400;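 active = activity change of -60% or lower, but not beyond a set lower limit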; also: % is scaled to controls: 0 for no effect and ±100 for the full control effect
# D1 agonist: human D1 receptor agonism; P21728; HEK293 T-REx D1 cells, calcium flux, agonist mode; activation, % at 2 µM; 360,000 tested, 1% active; AID 504660; also: 0% is about no effect
#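 Tetracycline-induced HEK293 TREx D1 cells, force-coupled to calcium signalling, were dye-loaded with a no-wash calcium kit. Compound was pin-added after a 10 s baseline. Fluorescence was read kinetically at 1 cycle/s for 180 s, with calcium rises flagged as agonism.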
# D1 PAM: enhances dopamine response at the human D1 receptor | HEK293 TREx D1 cells, calcium flux, dopamine EC20 potentiation | potentiation, % at 10 µM | AID 504651 | 360,000 tested, 0.036% active; in the data active = potentiation above about 30%; also: 0% is about no effect
# TRHR agonist: agonists of human TRH receptor. activation, % at 2 µM. AID 493084. 360,000 tested, 0.18% active. TRHR cells, calcium flux fluo-8, FDSS agonist mode. P34981; also: 0% is about no effect
#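 Fluo-8-loaded TRHR cells; 10 s baseline, compound added, kinetic Ca2+ fluorescence read 1/s, agonist mode.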
# D2 antagonist: antagonists of human D2 dopamine receptor; HEK293 TREx D2 cells, calcium flux, dopamine EC80; inhibition, % at 10 µM; AID 485344; P14416; 340,000 tested, 2% active; in the data active = inhibition above about 30%; also: 0% is about no effect
#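 Dopamine at EC80 is the agonist stimulus; test compounds precede it by 180 s. Calcium flux read kinetically in a force-coupled, inducible HEK293 T-REx D2 cell line.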
# TRHR enhancer: TRH receptor (human) allosteric enhancement | P34981 | AID 493056 | enhancement, % at 2 µM | 360,000 tested, 0.66% active | TRHR cells, fluo-8 calcium fluorescence, EC20 TRH enhancement; in the data active = enhancement above about 30%; also: 0% is about no effect
#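 TRHR-expressing cells loaded with fluo-8 calcium dye were read kinetically (ex 480/em 530) during compound addition, then stimulated with an EC20 of TRH (10 nM final). Enhancement of the Gq-mediated intracellular calcium response was scored.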
# The depositor's hits bear a star; . = no result given. Rule as the data show it, unless noted: active = activation above about 30%; inactive = the rest. Not a hit list; about 7.1% have a hit in one of these screens.
1. O=C(CCS(=O)(=O)c1ccc(Br)cc1)NCCc1ccc(Cl)cc1
2. CC(=O)Nc1ccc(N/C(N)=N/c2nc(C)cc(C)n2)cc1
3. Cc1ccc(S(=O)(=O)N2CCN(S(=O)(=O)c3ccccc3)C2)cc1
4. Fc1ccc(NC(=S)Nc2cccnc2)cc1
5. COc1ccc(C(CNC(=O)c2cc3c(s2)CCC(C)C3)N2CCCC2)cc1 (stereo not drawn)
Compound	1	2	3	4	5
D1 antagonist	16	-1	-17	7	18
D2 agonist	-0.6	1.7	0.2	-0.3	0.0
D2 PAM	-1	-4	-3	-9	-25
RXFP1 antagonist	2	3	-20	9	-27
D1 agonist	0	1	2	1	4
D1 PAM	-6	-5	-8	10	1
TRHR agonist	-0.9	0.3	-0.5	0.3	0.1
D2 antagonist	-8	15	0	-3	72*
TRHR enhancer	-12	-12	-2	-3	5

6. C/C(=N\NC(=O)C1COc2ccccc2O1)c1ccc(C)o1 (stereo not drawn)
7. Cc1ccc(C)c(N(Cc2ccccc2F)S(C)(=O)=O)c1
8. O=C(N[C@@H](Cc1ccccc1)C(=O)NC1CCCCCC1)c1ccco1
9. Cc1ccc(S(=O)(=O)N2CCC(C(=O)OCc3c(C)noc3C)CC2)cc1C
10. Cc1cccn2c(=O)nc(SCC(=O)NCc3ccccc3Cl)nc12
Compound	6	7	8	9	10
D1 antagonist	-10	-3	-14	5	38
D2 agonist	-1.0	-0.4	0.7	.	1.1
D2 PAM	4	6	9	.	-7
RXFP1 antagonist	16	7	-1	-14	-2
D1 agonist	0	3	3	4	5
D1 PAM	-8	-2	10	2	1
TRHR agonist	-0.2	0.0	0.3	-0.3	0.1
D2 antagonist	-32	8	-21	.	10
TRHR enhancer	6	6	7	3	3

11. Cc1cc(C)nc(SCC(=O)NC2CCCC2)n1
12. CCCNC(=O)c1ccc2c(c1)ncn2-c1ccc(C)cc1C
13. COc1cc(CCCN2C(=S)NC[C@@H]2CCCCN)cc(OC)c1OC
14. O=C(CCc1ccccc1)NNC(=S)NCCc1ccccc1
15. Cc1cn2c(-c3ccc(Cl)cc3)nnc2s1
Compound	11	12	13	14	15
D1 antagonist	6	-22	-9	-16	-8
D2 agonist	0.0	1.4	0.0	0.2	-0.2
D2 PAM	9	-11	3	-4	6
RXFP1 antagonist	-9	-14	.	-1	-10
D1 agonist	1	-2	-4	2	-1
D1 PAM	-1	0	-3	0	-6
TRHR agonist	0.2	-0.3	0.2	0.0	0.0
D2 antagonist	17	.	-4	8	-21
TRHR enhancer	3	2	-9	3	-5

# Laid out differently: 11 of the compounds above
cpd	mol	D1 antagonist	D2 agonist	D2 PAM	RXFP1 antagonist	D1 agonist	D1 PAM	TRHR agonist	D2 antagonist	TRHR enhancer
1	O=C(CCS(=O)(=O)c1ccc(Br)cc1)NCCc1ccc(Cl)cc1	16	-0.6	-1	2	0	-6	-0.9	-8	-12
2	CC(=O)Nc1ccc(N/C(N)=N/c2nc(C)cc(C)n2)cc1	-1	1.7	-4	3	1	-5	0.3	15	-12
3	Cc1ccc(S(=O)(=O)N2CCN(S(=O)(=O)c3ccccc3)C2)cc1	-17	0.2	-3	-20	2	-8	-0.5	0	-2
4	Fc1ccc(NC(=S)Nc2cccnc2)cc1	7	-0.3	-9	9	1	10	0.3	-3	-3
5	COc1ccc(C(CNC(=O)c2cc3c(s2)CCC(C)C3)N2CCCC2)cc1 (stereo not drawn)	18	0.0	-25	-27	4	1	0.1	72*	5
6	C/C(=N\NC(=O)C1COc2ccccc2O1)c1ccc(C)o1 (stereo not drawn)	-10	-1.0	4	16	0	-8	-0.2	-32	6
7	Cc1ccc(C)c(N(Cc2ccccc2F)S(C)(=O)=O)c1	-3	-0.4	6	7	3	-2	0.0	8	6
8	O=C(N[C@@H](Cc1ccccc1)C(=O)NC1CCCCCC1)c1ccco1	-14	0.7	9	-1	3	10	0.3	-21	7
9	Cc1ccc(S(=O)(=O)N2CCC(C(=O)OCc3c(C)noc3C)CC2)cc1C	5	.	.	-14	4	2	-0.3	.	3
10	Cc1cccn2c(=O)nc(SCC(=O)NCc3ccccc3Cl)nc12	38	1.1	-7	-2	5	1	0.1	10	3
11	Cc1cc(C)nc(SCC(=O)NC2CCCC2)n1	6	0.0	9	-9	1	-1	0.2	17	3

# Next section.
16. O=C(CNC(=O)c1ccc(N2C(=O)c3ccccc3C2=O)cc1)OCC(=O)c1ccccc1
17. COCCN(C(=O)c1ccc(-c2ccc(Cl)cc2)o1)c1c(N)n(CC(C)C)c(=O)[nH]c1=O
18. COc1cc(C(=O)NCc2ccc(F)cc2)cc(Cl)c1OC
19. COc1ccc(C(=O)CCC(=O)N2CCN(c3ccc(C)cc3)C(C)C2)cc1 (stereo not drawn)
20. Cc1ccc(NC(=O)[C@H](NC(=O)[C@@H]2Cc3ccccc3CN2)c2ccccc2)cc1C
Compound	16	17	18	19	20
D1 antagonist	-24	1	-20	-25	6
D2 agonist	-0.3	0.2	-0.6	-0.6	1.4
D2 PAM	4	8	-22	-7	-20
RXFP1 antagonist	-8	4	13	0	0
D1 agonist	3	5	3	2	3
D1 PAM	0	.	-3	-4	0
TRHR agonist	0.0	0.0	-0.6	-0.4	0.4
D2 antagonist	10	7	-9	-3	-5
TRHR enhancer	6	0	0	3	2

21. CC12CN3CC(C)(CN(C1)C3c1ccc(Cl)cc1Cl)C2=O (stereo not drawn)
22. COc1ccc(Cl)cc1NC(=O)CSc1nc(-c2cccs2)cc(C(F)(F)F)n1
23. CN(C(=O)c1ccc2c(Cl)c3c(nc2c1)CCC3)c1ccccc1F
24. N#CCCCSc1nnnn1-c1cccc(Cl)c1
25. O=C(Nc1ccc2c(c1)OCO2)c1cc(-c2cccnc2)nc2ccccc12
26. N#Cc1c(-c2ccccc2)cc(-c2ccc3c(c2)OCO3)[nH]c1=O
27. CC(=O)n1cc(N(C(=O)CCl)c2ccc(Cl)cc2)c2ccccc21
28. CCOC(=O)N1N=C(C)CC1(O)c1ccccc1 (stereo not drawn)
Compound	21	22	23	24	25	26	27	28
D1 antagonist	5	3	2	-37*	-1	11	-1	-12
D2 agonist	0.7	1.1	4.5	0.1	0.2	-0.5	0.2	-0.1
D2 PAM	10	-6	-8	2	3	25	9	2
RXFP1 antagonist	-9	.	.	-3	-7	-6	-14	-7
D1 agonist	0	2	7	0	1	0	22	2
D1 PAM	-5	-5	5	3	-3	-2	2	-5
TRHR agonist	0.3	1.6	1.2	-0.5	-0.2	-0.8	-0.2	1.3
D2 antagonist	-29	.	.	-9	13	-9	3	-11
TRHR enhancer	4	-4	-8	6	-1	53*	3	0

# Taken from above.
# Value of cpd 25 under D2 PAM: 3
# Value of cpd 28 under RXFP1 antagonist: -7

# Bioassay records from PubChem BioAssay.
